# Screening data deposited in PubChem by Sanford-Burnham Center for Chemical Genomics.
# ATG4B inh: blocks human ATG4B protease cleavage of LC3 substrate | Q9Y4P1 | ATG4B cleavage of LC3-PLA2, NBD-HPC fluorescence, 1 h | inhibition, % at 8.33 µM | hit rate 0.51% among 340,000 | AID 504462; in the data active = inhibition above about 40%
# HKDC1 inh: HKDC1 (human) hexokinase inhibition | Q2TB90 | recombinant HKDC1, G6PDH/diaphorase resazurin coupled fluorescence | inhibition, % at 20 µM | hit rate 0.16% among 340,000 | AID 493160;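 active = inhibition above about 35% when tested at 20 µM, limit read from the data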;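 note: plate controls were DMSO wells with enzyme for no effect and DMSO wells lacking enzyme for full effect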
#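 Test system: recombinant HKDC1 (HK5) hexokinase enzyme, produced in-house; Amount: enzyme 5 µg/mL final; Buffer or medium: Tris pH 8.0 buffer with MgCl2, Tween-20, BSA, BME; Reagent: glucose and ATP substrates; Doses: 20 µM test compound, 1% DMSO; Incubation: 90 min reaction incubation at room temperature, dark; Detection: resorufin fluorescence at 613 nm.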
# APOBEC3A inh: blocks human APOBEC3A ssDNA deamination | P31941 | recombinant A3A, FAM/TAMRA ssDNA deamination fluorescence | inhibition, % at 20 µM | hit rate 0.41% among 330,000 | AID 493011;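 active = at least 40% inhibition at 20 µM here, with at most 30% in a related deaminase screen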;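 note: plate controls were A3A with DMSO for no effect and wells lacking A3A enzyme for full effect; some results filed as inactive read as strong as hits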
# Target sequence (P31941 whole entry, looked up): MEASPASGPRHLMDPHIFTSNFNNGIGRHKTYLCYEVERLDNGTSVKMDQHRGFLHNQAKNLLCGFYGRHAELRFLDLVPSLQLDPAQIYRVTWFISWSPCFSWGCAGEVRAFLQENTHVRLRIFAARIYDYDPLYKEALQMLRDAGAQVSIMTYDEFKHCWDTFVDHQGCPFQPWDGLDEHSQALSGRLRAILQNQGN
# mIAP block: mouse IAP inhibition | hit rate 0.2% among 330,000 | inhibition, % at 10 µM | purified mouse IAP, CDP-Star luminescence, 30 min;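 active = inhibition of at least 40% at 10 µM in the primary screen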;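 note: plate controls were DMSO with enzyme for no effect and no enzyme wells for full effect; values of inactives mirror those of a sister screen read the other way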
# PfGluPho inh: PfG6PD (Plasmodium falciparum) enzyme inhibition | inhibition, % at 20 µM | AID 504690 | hit rate 0.78% among 350,000 | PfGluPho enzyme, NADPH resazurin-diaphorase fluorescence;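 active = inhibition reaching at least a set limit at 20 µM in the primary screen, cut at about 59% in these data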;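 note: 0% = DMSO wells with substrate and 100% = DMSO wells lacking glucose-6-phosphate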
# hIAP inh: human IAP inhibition; AID 2544; purified IAP, CDP-Star luminescence, 30 min; hit rate 0.12% among 330,000; inhibition, % at 10 µM; P09923;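 active = inhibition reaching a set limit with compound at 10 µM in the primary screen, cut at about 35% in these data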;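 note: plate controls were DMSO wells with enzyme for no effect and no-enzyme buffer wells for full effect; values of inactives mirror those of a sister screen read the other way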
# Target sequence (P09923 whole entry, looked up): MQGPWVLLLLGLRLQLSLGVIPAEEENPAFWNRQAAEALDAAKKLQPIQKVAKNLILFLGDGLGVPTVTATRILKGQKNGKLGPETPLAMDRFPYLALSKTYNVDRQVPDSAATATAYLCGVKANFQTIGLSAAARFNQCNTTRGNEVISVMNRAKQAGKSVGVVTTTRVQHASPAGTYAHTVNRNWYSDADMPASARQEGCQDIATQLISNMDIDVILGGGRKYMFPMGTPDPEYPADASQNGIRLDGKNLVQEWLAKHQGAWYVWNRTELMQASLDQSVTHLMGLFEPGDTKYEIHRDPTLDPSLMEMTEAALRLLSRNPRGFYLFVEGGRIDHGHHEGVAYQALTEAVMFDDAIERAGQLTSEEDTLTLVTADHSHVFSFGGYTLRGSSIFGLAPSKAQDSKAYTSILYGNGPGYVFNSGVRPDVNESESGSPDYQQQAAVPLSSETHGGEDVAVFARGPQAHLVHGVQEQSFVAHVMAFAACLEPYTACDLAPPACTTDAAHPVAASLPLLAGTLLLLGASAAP
# mIAP act: mouse IAP activation; muIAP, CDP-Star luminescence, 30 min; active compounds read high; 1 = vehicle-only enzyme signal, 0 = enzyme-free wells; hit rate 0.24% among 330,000; activation factor at 10 µM;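 active = activation factor of at least 2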; note: the source names both 10 and 20 µM as test concentration; values of inactives mirror those of a sister screen read the other way
#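 Assay system: mouse IAP enzyme; reagent: chemiluminescent substrate CDP-Star; dosing: test compounds delivered from DMSO solution; schedule: 30 min at room temperature; measured by: luminescence from enzymatic CDP-Star hydrolysis; controls: DMSO-only wells and no-enzyme negative control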
# hIAP act: human IAP activation; P09923; purified human IAP, CDP-Star luminescence, 30 min; active compounds read high; 1 = vehicle-only enzyme, 0 = enzyme-free background; activation factor at 10 µM; hit rate 0.16% among 330,000; AID 2524;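 active = activation factor of the enzyme at least 2-fold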; note: the source names both 10 and 20 µM as test concentration; values of inactives mirror those of a sister screen read the other way
# An asterisk follows results filed as active. An unsorted share of the library; any-hit rate near 2.4%.
SMILES,ATG4B inh,HKDC1 inh,APOBEC3A inh,mIAP block,PfGluPho inh,hIAP inh,mIAP act,hIAP act
CCOC(=O)Cn1c(=N)n(Cc2ccccc2)c2ccccc21,2,0,-4,-20,-14,-21,1.2,1.2
COc1ccc(S(=O)(=O)N2CCC(C(=O)N3CCCCC3)CC2)cc1OC,0,-2,4,-6,8,3,1.1,0.97
CCc1nnc(NC(=O)CCC(=O)N2CCN(CCc3ccccc3)CC2)s1,-3,-5,-3,6,1,15,0.94,0.85
Cn1cc(SCC(=O)Nc2nc3ccccc3s2)c2ccccc21,-24,-10,-1,1,24,16,0.99,0.84
Cc1cccc2c(C(=O)N3CCN(C(=O)c4ccco4)CC3)cc(-c3cccc(Br)c3)nc12,-7,2,-3,-3,14,-3,1,1
COc1ccc(C(C(=O)NCc2ccccc2)N(C(=O)c2snc(C(N)=O)c2N)C2CCCC2)cc1 (stereo not given),-3,-2,-4,6,21,19,0.94,0.81
COc1ccc(OC)c(C2C(C(C)=O)=C(O)C(=O)N2CCN2CCOCC2)c1 (stereo not given),-1,-1,1,5,8,-4,0.95,1
CC1=CC(c2ccccc2)=Nc2ccc(C)cc2N1,-3,0,3,-4,27,-10,1,1.1
COc1ccc(OC)c(C2C(C(=O)Nc3nc4ccccc4s3)=C(C)NC3=C2C(=O)CCC3)c1 (stereo not given),-14,1,3,-20,-5,-9,1.2,1.1
O=C(CNCc1ccccc1Cl)Nc1ccccc1N1CCCCC1,21,11,4,11,-5,19,0.89,0.81
Cc1ccc(S(=O)(=O)N2CCCC2CNC(=O)C(=O)Nc2ccccc2)cc1 (stereo not given),10,-2,-3,1,-1,4,0.99,0.96
C=C(C)CN(CC)C(=O)CSc1nc2ncc(Cl)cc2[nH]1,1,-1,4,-6,24,-17,1.1,1.2
COC(=O)c1cnn(C(=O)c2cc(OC)ccc2Br)c1N,-3,-6,-2,-1,0,8,1,0.92
CCCCc1ccc(NC(=O)CSCc2cc(=O)[nH][nH]2)cc1,-8,-9,-1,8,-15,4,0.92,0.96
COc1ccccc1NS(=O)(=O)c1ccc(C)c(C(=O)NNC(=O)c2csc(N3CCOCC3)n2)c1,3,-1,-2,23,-2,-88,0.77,1.9

# Brought forward from above: seven compounds, then new ones.
SMILES,ATG4B inh,HKDC1 inh,APOBEC3A inh,mIAP block,PfGluPho inh,hIAP inh,mIAP act,hIAP act
COc1ccc(OC)c(C2C(C(=O)Nc3nc4ccccc4s3)=C(C)NC3=C2C(=O)CCC3)c1 (stereo not given),-14,1,3,-20,-5,-9,1.2,1.1
O=C(CNCc1ccccc1Cl)Nc1ccccc1N1CCCCC1,21,11,4,11,-5,19,0.89,0.81
Cc1ccc(S(=O)(=O)N2CCCC2CNC(=O)C(=O)Nc2ccccc2)cc1 (stereo not given),10,-2,-3,1,-1,4,0.99,0.96
C=C(C)CN(CC)C(=O)CSc1nc2ncc(Cl)cc2[nH]1,1,-1,4,-6,24,-17,1.1,1.2
COC(=O)c1cnn(C(=O)c2cc(OC)ccc2Br)c1N,-3,-6,-2,-1,0,8,1,0.92
CCCCc1ccc(NC(=O)CSCc2cc(=O)[nH][nH]2)cc1,-8,-9,-1,8,-15,4,0.92,0.96
COc1ccccc1NS(=O)(=O)c1ccc(C)c(C(=O)NNC(=O)c2csc(N3CCOCC3)n2)c1,3,-1,-2,23,-2,-88,0.77,1.9
Cn1c(NC2CCCCC2)c(N=O)c(=O)n(C)c1=O,6,-8,0,3,-12,-34,0.97,1.3
COc1ccc(OC)c(/C=N/c2c(-c3ccc(O)c(OC)c3)nc3ccccn23)c1,-15,-8,0,14,-8,2,0.86,0.98
O=C(N/N=C/c1cccc2ccccc12)c1cccs1,-29,1,-3,3,45,6,0.97,0.94
CSCC[C@H](NC(=O)OC(C)(C)C)C(=O)N1CCC(C(=O)N[C@H](C(=O)O)C(C)C)CC1,-4,-8,-4,-5,-10,9,1,0.91
CCC/C=C1/CCCOC(C(=O)NCc2ccc(C)o2)(C(F)(F)F)C1 (stereo not given),16,0,-6,-11,9,-2,1.1,1
O=C(NCC(c1cccs1)N1CCOCC1)c1ccc(OCc2ccccc2)cc1 (stereo not given),-8,1,-1,-6,-6,-21,1.1,1.2
O=C(NN=C1CCCC1)c1cc(Br)ccc1O,-2,-6,3,6,28,-13,0.94,1.1
CNC(=O)C1(C(F)(F)F)C/C(=C\CCO)CCCO1 (stereo not given),1,-5,1,-14,-8,-30,1.1,1.3
C[C@@H]1CC=C[C@H]2[C@H]1C(=O)N(Cc1ccccc1)[C@H]2c1ccc(F)c(/C=C/c2ccccc2)c1,25,3,-1,-5,3,-1,1.1,1
N=c1sccn1CC(=O)Nc1cccc(S(N)(=O)=O)c1,1,-6,1,8,-3,2,0.92,0.98
CCCCCCCNC(=O)C1(CC2CC(c3ccc(Cl)cc3)=NO2)CCN(C(=O)C2CCCC2)CC1 (stereo not given),-6,-5,-4,-58,-28,12,1.6,0.89
O=C(CCn1cccn1)N1CCCC(N2CCN(c3cccc(C(F)(F)F)c3)CC2)C1 (stereo not given),-2,-6,-3,5,5,16,0.95,0.84
COc1ccccc1NC(=O)CSc1nnc(C)s1,3,-2,2,-6,-12,8,1.1,0.92
O=C(NCc1cccs1)C1CCCN1C(=O)Nc1cccc(F)c1 (stereo not given),-7,4,2,14,5,1,0.86,0.99
O=C(CCN1CCCC1)c1cccs1,7,4,-3,-10,-12,-4,1.1,1
COc1ccc([C@H]2CC(=O)C=C(c3ccc4ncccc4c3)C2)cc1,-14,0,-4,5,-1,-12,0.95,1.1
CC1(C)CC(=O)C=C(Nc2cc(-c3ccccc3)[nH]n2)C1,-4,-6,1,-10,5,6,1.1,0.94
O=C(CNc1ccc2ccccc2c1)N/N=C/c1ccc(OC(=O)/C=C/c2ccco2)cc1,1,15,5,16,29,-12,0.84,1.1
COc1ccc(/C(N)=N/O)cc1O,-1,-9,-3,-10,-2,-24,1.1,1.2
CN(C)/C=C/C(=O)c1cccc(C(F)(F)F)c1,1,-2,-2,4,-8,6,0.95,0.94
CCOC(=O)c1sc(S(C)(=O)=O)c2c1CC(C)(C)C/C2=N/O,-10,5,-4,3,0,-47,0.97,1.5
CC(O)c1nc2ccccc2n1CCCOc1ccccc1 (stereo not given),-6,1,-5,-15,7,-14,1.2,1.1
Cc1occc1C(=O)Nc1ccccc1C(=O)O,2,-5,6,-5,-2,-34,1,1.3
Cc1ccc(S(=O)(=O)Nc2cccc(-n3cnnn3)c2)cc1,-4,-6,-2,9,13,18,0.91,0.82
COC(=O)c1scc(C)c1NC(=O)/C=C/C(=O)O,3,3,0,8,-12,0,0.92,1
COc1ccccc1CCC(=O)Nc1nccs1,-1,-5,-2,6,15,-12,0.94,1.1
Cc1cccc(NC(=S)N/N=C/c2c[nH]c3ccccc23)c1,23,-12,2,-2,7,-2,1,1
COCCNC(=O)/C(C#N)=C/c1cc(C)n(C2CCCCC2)c1C,-3,-2,-6,8,-1,19,0.92,0.81
Cc1ccc(N=CC=C2OC(C)(C)C(C)(C)O2)cc1,0,-7,-5,-3,-7,-28,1,1.3
O=C(O)c1cccc(Oc2ccccc2[N+](=O)[O-])c1,19,-3,-1,8,-9,5,0.92,0.95
O=S(=O)(Cc1ccccc1Cl)NCCOc1ccccc1,7,14,2,2,-15,4,0.98,0.96
CC(C)(C)NC(=O)Cn1c(=O)c(=O)n(Cc2ccccc2)c2ccc(Cl)cc21,-6,-9,-6,-6,1,4,1.1,0.96
CCNCC(=O)N1c2ccccc2CCc2ccc(NC(=O)OCC)cc21,10,-5,-2,-8,1,-2,1.1,1
CC(C)NS(=O)(=O)c1ccc(OCC(=O)NC(C)c2ccccc2)cc1 (stereo not given),-7,-4,5,-4,4,4,1,0.95
COCCOC(=O)c1c(NC(=O)CN2CCCc3ccccc32)sc(C(N)=O)c1C,-13,-9,-1,10,19,-5,0.9,1
Fc1ccc(NC(=S)NCc2ccccc2Cl)cc1,16,2,-7,-62,4,11,1.6,0.89
COc1cccc(C2/C(=C(/O)c3ccc(C)cc3)C(=O)C(=O)N2Cc2ccco2)c1 (stereo not given),0,10,3,-2,8,14,1,0.85
CC(=O)c1ccc(NC(=O)CSc2nnc(NC(=O)C3CC3)s2)cc1,4,-2,-4,5,-14,10,0.95,0.91
Clc1ccc(-n2nnc(-c3cccnc3Cl)n2)cn1,6,1,4,-11,-8,10,1.1,0.9
CCOC(=O)c1c(N)sc(C(=O)Nc2ccccc2F)c1C,-2,-9,1,-14,12,2,1.1,0.98
CCOc1ccc(C(=O)N2CCc3ccccc32)cc1,7,0,2,4,-13,-4,0.95,1
CCOC(=O)c1c(CSc2cccs2)n(C)c2cc(Br)c(O)c(CN(C)C)c12,0,-2,1,-10,29,-13,1.1,1.1
COc1ccccc1N1CCN(C(=S)Nc2ccc(F)cc2)CC1,-2,-5,-6,-3,-9,-1,1,1
Cc1cc(C)n2nc(SCc3cccc(F)c3)nc2n1,-5,0,-2,-5,3,-8,1,1.1
COC(=O)Nc1c(C(=O)OC)cc(OC)c(OC)c1OC,-3,5,3,-4,-10,-7,1,1.1

# Results in hIAP inh and hIAP act, for 7 of the compounds above:
canonical_smiles	hIAP inh	hIAP act
CCNCC(=O)N1c2ccccc2CCc2ccc(NC(=O)OCC)cc21	-2	1
CC(C)NS(=O)(=O)c1ccc(OCC(=O)NC(C)c2ccccc2)cc1 (stereo not given)	4	0.95
COCCOC(=O)c1c(NC(=O)CN2CCCc3ccccc32)sc(C(N)=O)c1C	-5	1
Fc1ccc(NC(=S)NCc2ccccc2Cl)cc1	11	0.89
COc1cccc(C2/C(=C(/O)c3ccc(C)cc3)C(=O)C(=O)N2Cc2ccco2)c1 (stereo not given)	14	0.85
CC(=O)c1ccc(NC(=O)CSc2nnc(NC(=O)C3CC3)s2)cc1	10	0.91
Clc1ccc(-n2nnc(-c3cccnc3Cl)n2)cn1	10	0.9

# More records.
SMILES,ATG4B inh,HKDC1 inh,APOBEC3A inh,mIAP block,PfGluPho inh,hIAP inh,mIAP act,hIAP act
Cc1ccc(CNC(=O)Cn2cncn2)cc1,-2,-5,2,5,-7,-6,0.95,1.1
Cc1ccccc1Cn1ccc(NC(=O)c2nc3ncccn3n2)n1,15,-9,-5,1,-10,-23,0.99,1.2
CC(=O)N(/N=C1\Sc2ccccc2C1=O)c1ccc(C)cc1C,0,-1,4,26,18,-18,0.74,1.2
COc1cccc(C2CC(c3ccccc3Cl)n3ncnc3N2)c1 (stereo not given),7,9,-1,-4,21,-13,1,1.1
Cc1ccc2[nH]c3c(NCc4ccco4)ncnc3c2c1,5,6,3,-65,10,7,1.7,0.93
Cc1cccc(-c2nnc(SCC(=O)N3c4ccccc4CCc4ccccc43)n2C)c1,4,0,0,6,-4,2,0.94,0.98
COC(=O)COc1ccc(S(=O)(=O)NCC2CCCO2)cc1Cl (stereo not given),9,-15,0,-6,-7,-11,1.1,1.1
